Compound activity: PubChem BioAssay, Southern Research Specialized Biocontainment Screening Center
NS5 inhibitors = flavivirus cap methylation enzyme inhibition – biochemical, confirmation dose response, primary screen (AID 588689) | 340,000 compounds, 0.3% hits | inhibition, % at 25 µM, or IC50 in µM where a hit was titrated | Dengue-2 NS5 methyltransferase capping enzyme assay, biochemical; higher % means a stronger effect; in the data active = a potency from the dose series; inconclusive = inhibition above about 29% without an active follow-up result
MgcRacGAP inhibition = MgcRacGAP GTPase-activating activity inhibitors, confirmation, biochemical, ADP Hunter fluorescence. MgcRacGAP-stimulated Rac1 GTP hydrolysis, ADP Hunter fluorescence; higher % means a stronger effect; GST-tagged Rac1 F28L mutant substrate. inhibition, % at 30 µM; hits with a dose series show IC50 in µM. 340,000 compounds, 0.6% hits. AID 624330;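 active = first-screen hits whose inhibition reached a set limit at any dose in the follow-up dose series; inconclusive = inhibition above the set first-screen limit but never retested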;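 note: fluorescence reports GDP produced by GAP-driven GTP hydrolysis; strong numbers were not always called active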
NS5 inhibitors pilot replicate = further read-out of NS5 inhibitors, marked with its call; inhibition, %; measured here: pilot screen replicate inhibition
* marks the source's active call; other numbers are inactive results; ? = inconclusive. Only part of the results is shown; rates above refer to the full screens.

Sample of the layout, 7 compounds:
SMILES | NS5 inhibitors | MgcRacGAP inhibition | others
CC1CCN(C(=O)c2ncn3c2c(=O)[nH]c2ccccc23)CC1 | -1.6% | 6.0%
COc1ccccc1CCC(=O)Nc1ccc(S(=O)(=O)Nc2ncccn2)cc1 | -8.2% | 11.2%
Cc1ccc(S(=O)(=O)NN=C2CC3CCC2(C)C3(C)C)cc1 (stereo not drawn) | 0.0% | 4.5%
N#CCCN1CCN(CCC#N)C1=S | -1.6% | -2.4%
COc1cc2c(cc1OC)C(CNC(=O)C=Cc1cc(OC)c(OC)c(OC)c1)C2 (stereo not drawn) | -2.3% | 5.3%
CCOC(=O)C1CCN(C(=O)CCn2c(=O)oc3ccccc32)CC1 | -1.7% | 3.7%
Cc1nc(Nc2ccccc2C)c2cnn(C)c2n1 | 4.0% | 2.4%

All compounds of this part, repeating the preview:
SMILES | NS5 inhibitors | MgcRacGAP inhibition | others
CC1CCN(C(=O)c2ncn3c2c(=O)[nH]c2ccccc23)CC1 | -1.6% | 6.0%
COc1ccccc1CCC(=O)Nc1ccc(S(=O)(=O)Nc2ncccn2)cc1 | -8.2% | 11.2%
Cc1ccc(S(=O)(=O)NN=C2CC3CCC2(C)C3(C)C)cc1 (stereo not drawn) | 0.0% | 4.5%
N#CCCN1CCN(CCC#N)C1=S | -1.6% | -2.4%
COc1cc2c(cc1OC)C(CNC(=O)C=Cc1cc(OC)c(OC)c(OC)c1)C2 (stereo not drawn) | -2.3% | 5.3%
CCOC(=O)C1CCN(C(=O)CCn2c(=O)oc3ccccc32)CC1 | -1.7% | 3.7%
Cc1nc(Nc2ccccc2C)c2cnn(C)c2n1 | 4.0% | 2.4%
COc1ccc(S(=O)(=O)N2CCCCC2)cc1NC(=O)c1cccc(S(=O)(=O)N2CCOCC2)c1 | -5.3% | 0.2%
C[C@@H]1CN([C@H](C)CO)C(=O)c2cc(Br)cnc2O[C@H]1CN(C)C(=O)Nc1ccc2c(c1)OCO2 | 0.6% | 12.9%
Cc1ccc(S(=O)(=O)NCc2ccccc2)cc1C(=O)N(C)CC(=O)Nc1ccccc1Br | -3.6% | 11.1%
COCC#Cc1ccc2c(c1)O[C@@H](CN(C)S(=O)(=O)c1cccc(F)c1)[C@@H](C)CN([C@H](C)CO)S2(=O)=O | -0.6% | 3.6%
CC(=O)N1CCN(S(=O)(=O)c2cccc(C(=O)N3CCN(S(=O)(=O)c4c(C)c(C)cc(C)c4C)CC3)c2)CC1 | -1.1% | 20.7%
S=C(NCCCN1CCN(CCCNC(=S)NC2CCCCC2)CC1)NC1CCCCC1 | -6.2% | 9.6%
CCN(CC)CCNC(=O)c1ccc(NC(=O)Cc2ccc(OC)c(S(=O)(=O)N3CCOCC3)c2)cc1 | 0.0% | 7.0%
CCN(CC)S(=O)(=O)c1ccc(Cl)c(C(=O)NNC(=O)c2csc(N3CCOCC3)n2)c1 | 2.2% | 4.5%
C=CCn1c(C)cc(C(=O)CSc2nnc3n(CCC)c(=O)c4ccccc4n23)c1C | 1.6% | 0.8%
COCC(=O)N1CCC2CC1c1cc(Cl)ccc12 (stereo not drawn) | -3.9% | 9.4%
CCc1ccc(C(=O)NCC2(c3ccccc3)CCOCC2)o1 | -2.9% | 9.3%
CC(=O)c1cccc(OC(=O)Oc2cccc(C(C)=O)c2)c1 | -9.7% | 1.7%
Cc1ccc(N2CCC3CC2c2cc(-c4ccc(C(F)(F)F)cc4)ccc23)cc1 (stereo not drawn) | 1.1% | 15.7%
NS(=O)(=O)c1ccc(CCNC(=O)CSc2nc3ccsc3c(=O)n2Cc2ccccn2)cc1 | -5.0% | 8.5%
COc1cc(C=C(C#N)c2ccc([N+](=O)[O-])cc2)ccc1O | 12.0% | 16.1%
O=C(O)c1cnnc2ccccc12 | 6.4% | 3.5%
C[C@H](CO)N1C[C@H](C)[C@@H](CN(C)Cc2cccnc2)OCc2cnnn2CCCC1=O | -1.2% | -8.3%
CCCC(O)(c1ccccc1)C(c1ccccc1)c1ccccn1 (stereo not drawn) | -5.4% | 3.5%
C[C@@H]1CN([C@@H](C)CO)C(=O)CCCn2cc(nn2)CO[C@H]1CN(C)S(=O)(=O)c1cccc(F)c1 | 1.1% | 13.3%
Cc1cccc(-c2ccc3c(c2)C2CC3CCN2Cc2ccc3c(c2)OCO3)c1 (stereo not drawn) | -3.3% | 13.9% | NS5 inhibitors pilot replicate=-0.6
Cn1cccc1CN1CCC[C@]2(N[C@H](c3ccc(C(F)(F)F)cc3)[C@@H]3C(=O)N(Cc4ccccc4)C(=O)[C@@H]32)C1=O | -7.5% | 7.9%
Cc1cccc(S(=O)(=O)N(C)C[C@H]2OCc3cnnn3CCCC(=O)N([C@@H](C)CO)C[C@H]2C)c1 | -1.1% | 14.2%
COc1ccc(N2C[C@H](CSC)[C@@H](CC(=O)Nc3ccc(Br)cc3)C2=O)cc1 | -2.8% | 8.6%
O=C(NN=Cc1c(O)ccc2ccccc12)c1ccncc1 | ? | 13.3%
CCCCn1c(N)c(N(CC(C)C)C(=O)CSc2nn(-c3ccc(F)cc3)c(=S)s2)c(=O)[nH]c1=O | 1.5% | 3.3%
Clc1ccccc1CNCc1ccc2c(c1)OCO2 | 1.1% | 257µM*
O=C(N=Nc1c(O)[nH]c2ccc(Br)cc12)c1ccco1 | 0.0% | 6.0%
COc1ccc(S(=O)(=O)N2CCOCC2)cc1NC(=O)CN1C(=O)NC2(CCC(C)CC2)C1=O (stereo not drawn) | -9.3% | 7.2%
C#CCOCCOCCOCCNc1nc(N2CCN(C(=O)[C@H](C(C)C)n3cc(CCO)nn3)CC2)nc(N2CCN(C(=O)[C@H]([C@@H](C)CC)n3cc(CCC(=O)O)nn3)CC2)n1 | -1.4% | 11.1%
O=C(Cn1sc2ccccc2c1=O)Nc1ccc(F)cc1 | -56.2% | 56.2µM*
Nc1ccc(N=Nc2ccc(O)cc2)c(N)n1 | -2.3% | 8.44µM*
O=C(Nc1cccc2ccccc12)N(c1ccccc1)c1ccccc1 | -4.0% | 6.8%
CCC(=O)N(C)C[C@@H]1Oc2ncc(Br)cc2C(=O)N([C@H](C)CO)C[C@H]1C | -5.7% | 12.3%
COc1cc(CNCc2ccncc2)ccc1OCC(N)=O | -6.4% | 8.3%
CC12CCC(=O)C=C1CCC1C2C(O)CC2(C)C(c3csc(N)n3)CCC12 (stereo not drawn) | 0.8% | 9.3%
CC(c1ccccc1)C(OC(=O)c1cccc([N+](=O)[O-])c1C(=O)O)c1ccccc1 (stereo not drawn) | 3.1% | 10.3%
Cc1cccc(NC(=O)C(C)Sc2ncnc3sccc23)c1 (stereo not drawn) | -2.9% | 6.6%
CN(Cc1ccccc1)C(=O)c1cccc(NC(=O)Cc2ccc(NC(=O)C3CCN(S(=O)(=O)c4cccc([N+](=O)[O-])c4)CC3)cc2)c1 | -3.0% | 3.8% | NS5 inhibitors pilot replicate=-0.3
COc1cccc(S(=O)(=O)N(C)C[C@H]2OCc3cnnn3CCCC(=O)N([C@H](C)CO)C[C@H]2C)c1 | -3.5% | 3.4%
OCC1OC(n2cnc3c(SCc4ccccc4)nc(F)nc32)C(O)C1O (stereo not drawn) | -8.2% | -7.1%
CC1CCCN(S(=O)(=O)c2cccc(C(=O)NCCCN3CCCC3=O)c2)C1 (stereo not drawn) | -3.3% | 1.6%
O=C1CC(N2CCN(S(=O)(=O)c3ccccc3F)CC2)C(=O)N1c1ccccc1F (stereo not drawn) | -5.1% | 27.0%
CC(C)N1CC2(CC(c3ccccc3F)=NO2)CN1C(=O)c1ccco1 (stereo not drawn) | 1.6% | 6.8%
COc1cc(C(=O)Nc2cc(S(=O)(=O)N3CCOCC3)ccc2N2CCN(C)CC2)cc(OC)c1OC | 2.9% | 0.3%
Cn1c(N)c(N=O)c(=O)n(C)c1=S | -11.6% | -0.1%
O=[N+]([O-])c1ccc(CSCc2ccc([N+](=O)[O-])cc2)cc1 | -0.8% | 8.8%
Cc1ccc(N2C(=O)c3ccccc3C2(O)c2ccccc2)cc1 (stereo not drawn) | -0.4% | -4.2%
COc1ccccc1CN1CCNC(=O)C1CC(=O)N(C)C1CCOCC1 (stereo not drawn) | -1.7% | 4.4%
COc1cccc(S(=O)(=O)N(C)C[C@@H]2OCc3cn(nn3)CCCC(=O)N([C@H](C)CO)C[C@H]2C)c1 | -2.8% | 5.4%
Cc1nccn1CCC(=O)NC1CCCc2c1cnn2-c1ccc(C(C)(C)C)cc1 (stereo not drawn) | 0.0% | 12.5%
CCOC(=O)Nc1cc2c(cc1[N+](=O)[O-])-c1ccccc1C2=O | 4.3% | 0.5%
O=[N+]([O-])c1ccc(C=NNc2ccc(S(=O)(=O)O)cc2)cc1 | -5.4% | -10.5%
NC(=O)C1(Nc2ccccc2Cl)CCCC1 | 3.9% | 4.0%

4 structures from above, arranged by length of the SMILES, rising:
SMILES | NS5 inhibitors | MgcRacGAP inhibition | others
Cc1cccc(NC(=O)C(C)Sc2ncnc3sccc23)c1 (stereo not drawn) | -2.9% | 6.6%
CC(C)N1CC2(CC(c3ccccc3F)=NO2)CN1C(=O)c1ccco1 (stereo not drawn) | 1.6% | 6.8%
O=[N+]([O-])c1ccc(CSCc2ccc([N+](=O)[O-])cc2)cc1 | -0.8% | 8.8%
COc1cccc(S(=O)(=O)N(C)C[C@@H]2OCc3cn(nn3)CCCC(=O)N([C@H](C)CO)C[C@H]2C)c1 | -2.8% | 5.4%

Next entries.
SMILES | NS5 inhibitors | MgcRacGAP inhibition | others
CCn1c(SCC(=O)NC2CC2)nc2ccccc21 | -5.0% | 19.1%
Cc1nc(N)nc(N)c1Oc1ccc(Cl)cc1 | -5.8% | 3.4%
Cc1ccccc1Nc1ncnc2[nH]ncc12 | 2.3% | -3.5%
CC1=C(C(=O)N(C)C)CC(CC(=O)NCCCN(C)C)C(=O)N1CCC1=CCCCC1 (stereo not drawn) | -4.5% | 12.8%
c1ccc2c(c1)nc(N1CCCCCC1)c1nncn12 | 1.6% | 7.4%
COc1ccc(-n2c(SCC(=O)NCC3CCCO3)nc3ccccc3c2=O)cc1Cl (stereo not drawn) | -25.8% | 23.5%
CCC(=O)N(C)C[C@H]1Oc2cc(-c3cccnc3)ccc2S(=O)(=O)N([C@H](C)CO)C[C@H]1C | 3.3% | 12.8%
Cc1ccc(S(=O)(=O)n2oc(=O)c(C3CCCCC3)c2N)cc1 | -8.6% | 8.0%
COC(=O)C(CSCc1ccccc1)NC(=O)CCNC(=O)OCc1ccccc1 (stereo not drawn) | -2.3% | 14.9%
O=C1CNC(=O)c2cc(Cl)ccc2N1 | 2.3% | 7.5%
CN1OC[C@@H]2C(=O)N3CCc4c([nH]c5ccccc45)[C@@H]3C[C@@H]21 | -7.0% | 11.8%
Cc1sc2ncnc(N3CCC(C(=O)NNC(=O)COc4ccc(Cl)cc4)CC3)c2c1C | 2.2% | 7.0%
c1coc(-c2cnc3ccccc3n2)c1 | 7.5% | 8.4%
O=C1NC(Cc2ccc(O)cc2)c2nc3ccc(F)cc3c(=O)n2-c2ncccc21 (stereo not drawn) | -1.1% | 8.1%
O=[N+]([O-])c1ccc(S(=O)(=O)Nc2ccc(-c3ccccc3)cc2)cc1 | -1.1% | 7.9%
CC(=O)Nc1ccc(C(C#N)=Cc2ccc(N(C)CCC#N)cc2)cc1 | 13.1% | 3.7%
Clc1ccc2nc(C(Cl)(Cl)Cl)[nH]c2c1 | 2.3% | 7.0%
CC12CCC3c4ccc(O)cc4CCC3C1CC(=NO)C2O (stereo not drawn) | -5.7% | 18.1%
C[C@H]1CN([C@@H](C)CO)S(=O)(=O)c2ccc(Br)cc2O[C@H]1CN(C)C(=O)Nc1ccccc1F | -9.3% | 10.0%
O=C(Nc1ccccc1)OCCCCOC(=O)Nc1ccccc1 | 9.7% | 3.0%
C[C@@H]1CN([C@H](C)CO)C(=O)CCCn2nncc2CO[C@H]1CN(C)Cc1ccccc1 | -0.6% | 7.0%
O=C1NC(=O)C2(Br)Nc3ccc(Br)cc3C(=O)C2N1 (stereo not drawn) | -4.7% | 9.3%
